Compound activity from PubChem.
Mito fusion yeast = qHTS Assay for Small Molecule Inhibitors of Mitochondrial Division or Activators of Mitochondrial Fusion; 320,000 compounds, 0.23% hits; Potency, µM (highest dose often 46.1 µM), inactives show at the highest dose growth rescue (activation), actives largely listed as activators; S. cerevisiae fusion-defective mutant growth rescue, CellTiterGlo 48 h;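 note: potency is the fitted concentration of half-maximal effect; % of control where 0% means no effect; nearly all actives have a fitted effect of over 45% in size; temperature-sensitive fusion mutants such as fzo1-1 at 37 °C on non-fermentable ethanol glycerol medium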
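Temperature-sensitive fusion-defective S. cerevisiae (e.g. fzo1-1, mgm1-5) were grown with compound in YPEG medium (3% ethanol, 3% glycerol) for 48 hours at 37C. Growth rescue was measured as viability by CellTiterGlo luminescence after 10 minutes at ambient.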
MBNL1 CUG block = qHTS Assay for Inhibitors of MBNL1-poly(CUG) RNA binding. 280,000 compounds, 0.036% hits. TR-FRET MBNL1-His/biotin-(CUG)12 binding, 665/545 ratio. Muscleblind-like protein 1 (Homo sapiens), Q9NR56. Potency, µM (series often up to 57.5 µM), inactives show at the top dose activity change, negative = inhibition, hits mostly inhibitors; active = well fitted inhibition curve with a large enough effect in the signal ratio, with a control signal flat, not every such curve was filed as active; inconclusive = small, poorly fitted or top-dose-only effect, or effect the other way, or a change in a side signal; inactive = no such curve, though single readings can be large or run the other way; the % refers to the signal ratio; note: potency is the fitted concentration of half-maximal effect; % is set by controls: 0 for no effect and ±100 for the full control effect
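TR-FRET readout: Ex 340 nm, 665/545 nm emission ratio, normalized to buffer-only (basal) and MBNL1-(CUG)12 controls. Complex of MBNL1-His with Biotin-(CUG)12, compounds 92 nM–58 uM, incubated 60 min at room temperature.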
KCNH2 3.1 block = qHTS for Inhibitors of KCHN2 3.1: Mutant qHTS | U2OS KCNH2 3.1, thallium flux FluxOr; stronger effect = lower value | activity change, % (tested at about 1.8 µM) | 340,000 compounds, 0.95% hits | AID 720553, 2013;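 active = maximum activity change below -70%; inconclusive = maximum activity change from -70% to -50%; inactive = maximum activity change above -50%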;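 note: thallium influx rate constant from kinetic fluorescence after stimulation buffer; % is set by controls: 0 for no effect and ±100 for the full control effect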
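Virally transduced U2OS (3.1 isoform, 4 h infection in dark at RT) → overnight 37 C → FluxOr + Red40 in HBSS/HEPES, 45 min → stimulation buffer, 2 min kinetic read → rate constant vs DMSO controls.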
VP16 counter = VP16 counterscreen qHTS for inhibitors of ROR gamma transcriptional activity; 310,000 compounds, 3.5% hits; AID 2546, 2010; Drosophila S2 Gal4-VP16 UAS-luciferase, luminescence, 20 h; Potency, µM (titrated, usually from 53.6 µM), for the others: top-dose activity, negative = inhibition, most hits filed as inhibitors;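 note: Gal4-VP16 expression switched on by copper sulfate through the metallothionein promoter; potency is the fitted concentration of half-maximal effect; % is set by controls: 0 for no effect and ±100 for the full control effect; nearly all actives have a fitted effect of over 50% in size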
ELG1 repair inh = qHTS screen for small molecules that inhibit ELG1-dependent DNA repair in human embryonic kidney (HEK293T) cells expressing luciferase-tagged ELG1 | HEK293T ELG1-luciferase reporter, luminescence, 16 h; DNA damage induced by 5-fluorouridine | Potency, µM (titrated, usually from 46.1 µM), for inactives: at the top dose activity change, negative = inhibition, usual class: inhibitors | 330,000 compounds, 2.3% hits | AID 504467, 2011; note: potency is the fitted concentration of half-maximal effect; % is set by controls: 0 for no effect and ±100 for the full control effect; nearly all actives have a fitted effect of over 55% in size
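Step one: seed 2,000 cells per well. Step two: pin-transfer compound or DMSO alongside 5-fluorouridine. Step three: incubate 16 hr, 37 °C, 5% CO2. Step four: add ONE-Glo, wait 30 min, read luminescence.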
FLuc counter = qHTS profiling assay for firefly luciferase inhibitor/activator using purifed enzyme and Km concentrations of substrates (counterscreen for miR-21 project). Potency, µM (titrated, usually from 57.5 µM), inactives show at the highest dose activity change, negative = inhibition, actives largely listed as inhibitors. purified FLuc, Km substrates, luminescence inhibition. 360,000 compounds, 6.9% hits. Luciferin 4-monooxygenase (Photinus pyralis), P08659. AID 588342, 2011;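 note: potency is the fitted concentration of half-maximal effect; plate controls were vehicle for no effect and reference inhibitor for full effect; nearly all actives have a fitted effect of over 55% in size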
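Purified P. pyralis luciferase, 10 nM final, with Km-level 10 uM D-luciferin and 10 uM ATP in 50 mM Tris acetate pH 7.5, 10 mM Mg acetate, 0.01% Tween-20, 0.05% BSA; 6-point qHTS titration about 60 µM downward; luminescence read.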
Rab9 promoter act = qHTS Assay for Rab9 Promoter Activators; Huh7 Rab9 promoter-luciferase reporter, luminescence, 24 h; Potency, µM (highest dose often 9.22 µM), without a hit: at the top dose activation, negative = inhibition, hits mostly activators; 320,000 compounds, 2.8% hits; AID 485297, 2010; note: potency is the fitted concentration of half-maximal effect; % of control where 0% means no effect; nearly all actives have a fitted effect of over 60% in size
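Luminescence read-out: Huh7 cells stably expressing Rab9-luciferase, treated 24 h with compound at 37 °C, then lysed with luciferase reagent for 10 min at ambient before reading.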
Menin-MLL TR inh = qHTS Assay for Inhibitors Targeting the Menin-MLL Interaction in MLL Related Leukemias: Competition With Texas Red Labeled MLL-derived Mutant Peptide. Menin + Texas Red MLL mutant peptide, fluorescence polarization. Potency, µM (highest dose often 61.6 µM), for inactives: at the highest dose FP activity change, negative = inhibition, most hits filed as inhibitors. 270,000 compounds, 0.23% hits; active = well fitted inhibition curve with a large enough effect in the polarisation, with a control signal flat, not every such curve was filed as active; inconclusive = small, poorly fitted or top-dose-only effect, or effect the other way, or a change in a side signal; inactive = no such curve, though single readings can be large or run the other way; the % refers to the polarisation; note: potency is the fitted concentration of half-maximal effect; % of control where 0% means no effect; many of its hits are not listed in these tables
RORg inh = qHTS for inhibitors of ROR gamma transcriptional activity | Potency, µM (titrated, usually from 53.6 µM), inactives show top-dose activity change, negative = inhibition, usual class: inhibitors | Nuclear receptor ROR-gamma (Mus musculus), P51450 | 310,000 compounds, 5.4% hits | AID 2551, 2010 | Drosophila S2 Gal4-RORgamma UAS-luciferase reporter, 20 h; note: potency is the fitted concentration of half-maximal effect; % is set by controls: 0 for no effect and ±100 for the full control effect; nearly all actives have a fitted effect of over 60% in size
Target sequence (P51450 whole entry, looked up, the tested form may be a part): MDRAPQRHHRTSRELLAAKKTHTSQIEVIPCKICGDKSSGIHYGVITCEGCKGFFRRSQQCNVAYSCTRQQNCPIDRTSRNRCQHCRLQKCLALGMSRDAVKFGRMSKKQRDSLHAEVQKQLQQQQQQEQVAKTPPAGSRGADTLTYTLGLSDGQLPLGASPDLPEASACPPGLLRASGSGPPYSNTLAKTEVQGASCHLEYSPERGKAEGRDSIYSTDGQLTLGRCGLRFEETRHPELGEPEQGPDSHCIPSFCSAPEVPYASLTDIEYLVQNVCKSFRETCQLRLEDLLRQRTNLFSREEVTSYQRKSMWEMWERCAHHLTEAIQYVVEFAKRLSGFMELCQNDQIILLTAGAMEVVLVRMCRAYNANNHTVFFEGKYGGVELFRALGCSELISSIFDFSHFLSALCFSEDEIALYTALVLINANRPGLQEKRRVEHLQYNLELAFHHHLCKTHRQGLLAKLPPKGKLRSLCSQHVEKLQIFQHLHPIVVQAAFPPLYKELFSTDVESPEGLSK
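Drosophila S2 cells stably expressing Gal4-DBD/mouse RORγ fusion under metallothionein promoter plus UAS-luciferase; compound 1 h, then 700 uM CuSO4 induction for 20 h at ambient temperature; inhibition read as reduced luminescence.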
PKM2 act = qHTS Assay for Activators of Human Muscle isoform 2 Pyruvate Kinase; purified PKM2, Kinase-Glo ATP luminescence, activation; response scale: 0% is enzyme alone, no compound; Potency, µM (highest dose often 57.5 µM), inactives show at the top dose activation, hits mostly activators; 260,000 compounds, 0.34% hits; note: potency is the fitted concentration of half-maximal effect; % is set by controls: 0 for no effect and ±100 for the full control effect; nearly all actives have a fitted effect of over 55% in size
Target sequence (P14618 whole entry, looked up, canonical isoform): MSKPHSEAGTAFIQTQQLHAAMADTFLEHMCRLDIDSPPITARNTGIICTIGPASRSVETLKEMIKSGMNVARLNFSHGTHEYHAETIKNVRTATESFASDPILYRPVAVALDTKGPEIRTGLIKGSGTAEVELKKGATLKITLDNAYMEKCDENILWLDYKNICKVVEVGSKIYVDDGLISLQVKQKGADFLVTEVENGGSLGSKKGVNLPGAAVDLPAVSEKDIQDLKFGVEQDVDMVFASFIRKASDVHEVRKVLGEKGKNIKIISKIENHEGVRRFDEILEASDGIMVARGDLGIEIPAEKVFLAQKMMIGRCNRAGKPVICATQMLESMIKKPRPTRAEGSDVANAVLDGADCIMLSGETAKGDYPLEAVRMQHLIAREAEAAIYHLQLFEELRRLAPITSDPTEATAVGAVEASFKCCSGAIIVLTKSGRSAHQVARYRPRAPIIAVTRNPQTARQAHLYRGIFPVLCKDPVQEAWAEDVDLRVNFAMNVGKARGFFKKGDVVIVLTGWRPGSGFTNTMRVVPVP
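Purified hPK-M2 (>95%) run at intermediate activity with 0.1 mM ADP and 0.5 mM PEP in 50 mM imidazole pH 7.2, KCl, MgCl2; 1 h room temperature. ATP formed read by Kinase-Glo luminescence; normalized to uninhibited and no-enzyme controls.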
NPC1 prom act = qHTS Assay for NPC1 Promoter Activators; 320,000 compounds, 2.4% hits; Potency, µM (top dose mostly 9.22 µM), for the others: top-dose activation, most hits filed as activators; Huh7 NPC1 promoter luciferase reporter, 24 h;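 note: potency is the fitted concentration of half-maximal effect; % of control where 0% means no effect; nearly all actives have a fitted effect of over 60% in size; reporter is driven by a mutant NPC1 promoter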
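NPC1 promoter–luciferase Huh7 cells; 24 h compound; luminescence.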
* = called active by the depositor; ? = inconclusive; · = no result given; & = joins results of further samples; [ ] = another dose, or the depositor's remark. Unless noted, calls come from the whole dose curve; as a rule, active = well fitted curve in the direction sought with a large enough effect; inconclusive = small, poorly fitted or top-dose-only effect, or another doubt; inactive = no such curve, though single readings can be large; an effect the other way counts as inactive or inconclusive. An excerpt; the hit share may differ from the screen's.

SMILES | Menin-MLL TR inh | Mito fusion yeast | FLuc counter | RORg inh | MBNL1 CUG block | VP16 counter | KCNH2 3.1 block | Rab9 promoter act | ELG1 repair inh | PKM2 act | NPC1 prom act
Cc1cc(-c2ccc(C)c(S(=O)(=O)Nc3cc(C)on3)c2)on1 | · | 1% | 0% | -19% | -5% | -6% | -3 | 0% | 15% | · | -2%
COc1ccc(N(Cc2cc3cccc(C)c3[nH]c2=O)S(=O)(=O)c2ccc(Cl)cc2)cc1 | 23% | -1% | 5% | -3% | 1% | -2% | -28 | -12% | -4% | -2% | -2%
O=C(Cc1cccs1)Nc1ccccc1C(=O)O | 39%[activator] | -7% | 15µM* | 10% | ? | 27% | 1 | ? | ? | 2% | 20%
O=[N+]([O-])c1ccc(Oc2cc(NC3CCCCCCC3)c([N+](=O)[O-])cc2[N+](=O)[O-])cc1 | ? | 1% | 6% | 2% | 13% | 5% | 0 | 0% | 29% | -3% | 1%
O=C(c1ccc(Br)s1)N1CCN(C/C=C/c2ccccc2)CC1 | -27% | 12% | -5% | -2% | -1% | ? | -14 | 0% | ? | -5% | 10%
Cc1ccc(NC(=O)c2cccc(Oc3ccc([N+](=O)[O-])cc3)c2)c(C(=O)O)c1 | ? | 7% | ? | -1% | -5% | -11% | -4 | 6% | 2% | 0%[11.5 µM] | 0%
CN(CC(=O)Nc1ccc(Cl)c(C(F)(F)F)c1)C(=O)c1cccc2cccnc12 | · | 4% | 1% | · | · | · | 15 | -3% | -19% | · | -10%
Cc1cc(C)n(-c2ccc(NC(=O)C3CCCCN3C(=O)c3ccoc3)cc2)n1 (stereo unspecified) | · | -2% | 2% | 13% | 0% | 6% | · | -4% | -1% | 0% | 1%
O=C(CN1C(=O)C2C3C=CC(C3)C2C1=O)OCC(=O)c1ccc(Br)cc1 (stereo unspecified) | 13% | -1% | 5% | 45% | -11% | -5% | 10 | 6% | 0% | -1% | 5%
COc1ccc(NC(=S)NN2CCN(C)CC2)cc1 | 2% | 1% | 1% | -3% | 5% | -6% | 10 | -1% | 2% | 6% | -1%
C=CCn1c(SCc2c(C)noc2C)nc2cc(C(=O)O)ccc2c1=O | -2% | -2% | 8% | -24% | -2% | -1% | -5 | -20% | ? | 1% | -22%
C[n+]1cccc(O)c1SCc1ccccc1 | · | -8% | ? | · | · | · | 15 | -1% | -16% | · | -1%
CCOC(=O)c1c(C)[nH]c(C)c1S(=O)(=O)NCc1cc(C)ccc1C | -8% | 4% | -1% | 0% | 2% | -6% | 1 | 0% | -30% | 1%[0.46 µM] | 1%
O=C(c1cnn2c(C(F)(F)F)cc(-c3cccs3)nc12)N1CCOCC1 | -2% | 3% | 0% | 36% | ? | -1% | 17 | -9% | ? | -2% | 0%
CCOc1ccc(NC(=O)C2CCCN(C)C2)cc1 (stereo unspecified) | · | 3% | 2% | 16% | · | -5% | 4 | -2% | 6% | -7% | -2%
O=C(NCc1cccc(Cl)c1)c1ccc2c(c1)OCCO2 | 0% | 22% | ? | -2%[1.91 µM] | 1% | 25% | 2 | 24% | 27% | -6% | 19%
COc1ccc(/C=C/C(=O)N2CC(C)OC(C)C2)cc1OC (stereo unspecified) | -13% | 3% | 3% | -10% | 3% | 2% | 0 | -1% | 3% | -1% | -3%
CN(C)CCOC(=O)CCCCCCCCC(=O)OCCN(C)C | · | 2% | 0% | -12% | -9% | -10% | 3 | -3% | 0% | 4% | 2%
Cc1[nH]c2ccc(C(=O)OC(C)C(=O)N(C)c3ccccc3)cc2c1C (stereo unspecified) | · | 17% | -3% | · | · | · | 18 | -1% | ? | · | 0%
O=C(Cn1nnnc1CN1CCOCC1)N1CCC(c2cccc(Cl)c2)C1 (stereo unspecified) | -6% | -1% | 5% | 5% | 7% | 1% | 9 | -2% | -2% | -4% | -48%[inhibitor]
CC(C)(C)NC(=O)c1ccc2c(c1)C1C3CCC(C3)C1C(c1ccccc1)N2 (stereo unspecified) | 2% | ? | -16% | ? | 0% | -12% | -10 | 11% | -1% | 0% | 0%
CCN(Cc1ccccc1)C(=O)CCNS(=O)(=O)c1ccc2c(c1)CC(C)N2C(C)=O (stereo unspecified) | 0% | 4% | 3%&4% | 16% | 0% | 3% | 9 | -5% | -19% | · | -4%
Cc1cccc(C)c1NC(=O)CN(C)C(=O)c1ccccc1Sc1ccccc1C#N | · | 3% | -3% | · | · | · | -26 | -4% | 1% | · | ?
O=C(NNc1ccccc1C(F)(F)F)c1sccc1Br | · | -1% | 0% | 2% | · | 0% | 27 | 0% | -2% | 1% | -9%
COc1ccc(C(c2sc3nc(C)nn3c2O)N2CCc3ccccc3C2)cc1 (stereo unspecified) | -8% | 0% | ? | -27% | 3% | 5% | 8 | -1% | 7% | -5% | 7%
CCOC(=O)N1CCN(C(=O)COC(=O)C2CCN(S(=O)(=O)c3c(Cl)cccc3Cl)CC2)CC1 | · | 4% | 3% | · | · | · | -13 | 0% | -14% | · | 1%
O=C(CCn1nnc(-c2cccs2)n1)N1CCc2ccccc2C1 | ? | 11% | 0% | 36% | -3% | 2% | -3 | -2% | -1% | -3% | 2%
O=C(c1ccccc1)N1CCN(S(=O)(=O)c2ccc(Cl)c(C(F)(F)F)c2)CC1 | · | 0% | -2% | · | · | · | -27 | 0% | -6% | · | 0%
Cc1ccc(S(=O)(=O)N2CCN(C(=O)Cc3ccc(S(=O)(=O)N4CCOCC4)s3)CC2)cc1 | · | 0% | 4% | -4% | 3% | 3% | -7 | -1% | -4% | -14% | -2%
O=S(=O)(Cc1ccccc1Cl)NCCc1ccc(F)cc1 | 4% | 6% | 6% | 23% | -21% | -2% | -3 | 2% | -3% | 0%[11.5 µM] | 3%
CC(=O)Nc1ccc(S(=O)(=O)N2CCN(S(=O)(=O)c3ccc(F)c(F)c3F)CC2)cc1 | ? | 9% | 0% | -14% | -2% | -14% | 17 | -2% | -5% | · | 1%
Cc1ccc(N(C)C(=O)c2cc(S(=O)(=O)N3CCCCC3)c[nH]2)cc1 | -5% | -3% | 4% | 20% | ? | 4% | 5 | 4% | 3.7µM* | 7% | 11%
COc1ncccc1-c1nnn(-c2ccc(F)cc2)n1 | 4% | -4% | 5.4µM* | 2% | 3% | -6% | · | 4µM* | ? | -14% | 2.8µM*
COc1ccc(N2CCN(C(=O)C(=O)c3c(C)n(C)c4ccccc34)CC2)cc1 | -20% | 1% | 4% | 27% | -13% | -9% | 3 | -3% | 7% | 1% | -4%
O=C(CN1C(=O)S/C(=C/c2cccnc2)C1=O)N1CCOCC1 | 3% | -6% | 5% | ? | 18% | ? | 14 | -5% | -5% | 8% | 0%
CCCc1nc2ccccc2c(=O)n1NC(=O)c1c(O)c2cccc3c2n(c1=O)CCC3 | -22% | -2% | -2% | 3% | 3% | -14% | -6 | -2% | ? | -21% | 1%
CCc1nnc(N2C(=N)SCC2=O)s1 | 2% | -11% | 2% | 1.4µM* | -7% | 13µM* | 4 | -3% | 9% | 0% | -2%
O=C(NN(C(=O)C1CC1)c1nc2ccccc2s1)C1CC1 | -7% | · | ? | ? | 5%[11.5 µM] | 18% | -38 | -1% | 15% | -4% | 1%
CCOc1cc(C(C(=O)NCC2CCCO2)N(C(=O)Cn2nnc3ccccc32)c2ccccc2C)ccc1O (stereo unspecified) | 7% | 2% | -2% | -18% | 0% | 4% | -6 | -5% | 3% | · | -2%
